Source: PubChem BioAssay (Sanford-Burnham Center for Chemical Genomics)
EphA4 KYL inhibition = inhibitors of EphA4 binding to KYL peptide, primary screen, biochemical, colorimetric, mouse EphA4 (AID 689); EphA4-AP binding to KYL peptide, pNPP A405; higher % means a stronger effect; one-dose inhibition, % at 10 µM; IC50 in µM for titrated hits; hit rate 0.1% among 62,000; in the data active = a potency from the dose series; inactive = the rest, 99 in 100 with inhibition below about 22%
An asterisk follows results filed as active. These rows are one share of the data; the hit share may differ from the screen's.

Start of the listing, in advance, 5 compounds:
EphA4 KYL inhibition | structure
7.4% | CCOc1ccc(CC2c3cc(OCC)c(OCC)cc3CCN2C(=O)c2cc(OC)c(OC)c(OC)c2)cc1OCC (stereo not drawn)
3.3% | COc1ccc(Cl)cc1NC(=O)C1=C(C)NC(=O)NC1c1ccc([N+](=O)[O-])cc1 (stereo not drawn)
-14.4% | O=C(CC1C(=O)NCCN1C(=S)Nc1ccccc1)Nc1ccc2c(c1)OCCO2 (stereo not drawn)
-3.6% | Cc1cc(/C=C2/SC(=O)NC2=O)c(C)n1-c1ccc(F)cc1
-1.6% | Cn1c(Oc2ccc(Cl)cc2)c(C=O)c2ccccc21

The whole of this part, previewed entries included:
EphA4 KYL inhibition | structure
7.4% | CCOc1ccc(CC2c3cc(OCC)c(OCC)cc3CCN2C(=O)c2cc(OC)c(OC)c(OC)c2)cc1OCC (stereo not drawn)
3.3% | COc1ccc(Cl)cc1NC(=O)C1=C(C)NC(=O)NC1c1ccc([N+](=O)[O-])cc1 (stereo not drawn)
-14.4% | O=C(CC1C(=O)NCCN1C(=S)Nc1ccccc1)Nc1ccc2c(c1)OCCO2 (stereo not drawn)
-3.6% | Cc1cc(/C=C2/SC(=O)NC2=O)c(C)n1-c1ccc(F)cc1
-1.6% | Cn1c(Oc2ccc(Cl)cc2)c(C=O)c2ccccc21
-3.5% | CCCCc1ccc(NC(=S)NCc2cccs2)cc1
-10.2% | Cc1ccc(CNC(=O)CCNC(=O)c2ccco2)cc1
-2.1% | COc1ccc(Cl)cc1N1C(=O)C2CCCN2C1c1cccc(F)c1 (stereo not drawn)
-4.2% | O=C(NNc1cccc(Cl)n1)Nc1ccccc1Cl
-9.5% | CC(=O)C1=C(O)C(=O)N(CCCn2ccnc2)C1c1ccc(C)cc1 (stereo not drawn)
2.4% | COCC(=O)Nc1nc2n(n1)C(c1ccc(Cl)cc1)CC(c1ccc(OC)cc1)N2 (stereo not drawn)
3.9% | CCOc1ccc(C2N(c3cc(Cl)ccc3OC)C(=O)C3CCCN32)cc1OC (stereo not drawn)
0.1% | CC1(C)CSC(=S)N1S(=O)(=O)c1ccccc1
2.0% | O=C(NC(=S)Nc1ccc(C(=O)N2CCOCC2)cc1)c1ccc([N+](=O)[O-])cc1
1.0% | CN(C1CCCCC1)S(=O)(=O)c1ccc(C(=O)O)cc1
-13.1% | Cc1cc(NC(=O)c2ccco2)ncc1NC(=O)Cc1ccccc1
-17.9% | Cc1ccc(CNC(=O)CNS(=O)(=O)c2cccc3nsnc23)cc1
-3.5% | C=CCN1C(=O)NC(=O)C(=Cc2ccc(C(C)C)cc2)C1=O
-11.5% | Cc1ccc(N2C(=O)/C(=C/C=C/c3ccccc3)C(=O)NC2=S)cc1
8.8% | CCC1/C(=N\O)CC(c2ccco2)NC1c1ccco1 (stereo not drawn)
-6.5% | COc1ccc2c(c1OC)C(=O)N(c1nccs1)C2
-8.1% | Cc1c(Nc2cc(N3CCCC(C)C3)c3nonc3c2[N+](=O)[O-])c(=O)n(-c2ccccc2)n1C (stereo not drawn)
-5.0% | CCOC(=O)N1CCN(C(=O)CSCc2nc(-c3ccccc3F)oc2C)CC1
-7.2% | Cc1c(Br)c([N+](=O)[O-])nn1C(C)C(=O)N1CCCc2ccccc21 (stereo not drawn)
-6.5% | O=C(Cc1n[nH]c(=O)c2ccccc12)Nc1ccc(-c2nnc3n2CCCCC3)cc1
1.1% | C=CCSc1nnc(-c2nnc(SCC=C)n2-c2ccccc2)n1-c1ccccc1
-2.9% | Cc1ccc(C(=O)c2cnc3ccccc3c2-c2ccccc2)cc1
0.9% | CN(C)c1ccc(C2CC(c3ccc(Br)cc3)=NN2C(=O)CCC(=O)O)cc1 (stereo not drawn)
3.4% | Cc1csc(NC(=O)c2cccnc2)n1
-5.6% | CC(C)N(C(=O)C1CC(=O)OC12CCCCC2)C(C)C (stereo not drawn)

Retrieved by compound from the entries so far:
EphA4 KYL inhibition | structure
-3.5% | CCCCc1ccc(NC(=S)NCc2cccs2)cc1
-9.5% | CC(=O)C1=C(O)C(=O)N(CCCn2ccnc2)C1c1ccc(C)cc1 (stereo not drawn)

(further entries)
EphA4 KYL inhibition | structure
-17.6% | CCOc1cc2[nH]c(=S)n(Cc3ccc(C(=O)NCC(OC)OC)cc3)c(=O)c2cc1OCC
8.4% | O=C(/C=C/c1ccc(F)cc1)Nc1cccc2cccnc12
-8.0% | Cc1ccc(CSc2nnc([C@@H]3CCCN3)o2)cc1
-7.2% | COc1ccc(Nc2nc(C)cc(C)c2C(N)=O)cc1
4.8% | COc1ccc(-n2c(Cc3cccn3C)nnc2SCC(=O)Nc2ccc3c(c2)OCCO3)cc1
-7.7% | O=S(Cc1ccc(Cl)cc1)CC(O)COCc1ccc(Cl)cc1 (stereo not drawn)
-19.3% | O=C(CSC1=Nc2ccccc2C2=NC(c3ccccc3)C(=O)N12)NC1CCCCC1 (stereo not drawn)
-26.1% | O=C(CSc1ncnc2c1oc1ccccc12)NCc1ccc(F)cc1
-2.7% | FC(F)(F)c1cnc(-n2cc[nH]c2=S)c(Cl)c1
9.2% | Nc1ccc2nn(-c3cccc4ccccc34)nc2c1
1.5% | COc1ccc(OC)c(N(CC(=O)NC(C)c2ccccc2)S(C)(=O)=O)c1 (stereo not drawn)
-11.8% | COc1ccccc1N1CCN(C(=O)C2CCN(S(=O)(=O)c3ccc(F)cc3)CC2)CC1
-3.6% | O=C(CN1C(=O)CSc2ccccc21)NC1CCCC1
-17.3% | CC(C)(C)n1nc2c(c1NC(=O)c1ccccc1F)CS(=O)C2 (stereo not drawn)
-19.3% | CCc1ccc(NC(=O)CSC2=C(C#N)C(c3ccco3)C3=C(CCCC3=O)N2)cc1 (stereo not drawn)
-11.6% | CCOc1ccccc1C(=O)N(Cc1cccs1)C1CCS(=O)(=O)C1 (stereo not drawn)
-13.3% | COc1ccc(-c2ccc(NCCC3=CCCCC3)nn2)cc1OC
-3.6% | Cc1cc(SCc2ccccc2)nc(=O)[nH]1
-3.9% | Cc1cc(=O)oc(C)c1C(=O)NCc1cccnc1
-0.5% | COc1ccccc1-c1coc2cc(OC(=O)c3cccc(Cl)c3)ccc2c1=O
-15.5% | Cc1cc(C)c(C)c(S(=O)(=O)ON2C(=O)c3ccccc3C2=O)c1C
16.0% | CC(=O)Oc1cccc(C(=O)Nc2cccc(C(=O)c3cccc(C)c3C)c2)c1
-11.1% | O=C1CS/C(=C\[N+](=O)[O-])N1c1ccc(OC(F)(F)F)cc1
-3.2% | Cc1ccc(-c2nnc(SCc3ccc(C#N)cc3)n2Cc2ccco2)cc1
-9.2% | O=C(NCCc1ccc(Cl)cc1)C1CCC(=O)N1C1CCCC1 (stereo not drawn)
-10.4% | CCCCCCC1CCC(c2nc(-c3ccncc3)no2)CC1 (stereo not drawn)
-8.5% | CC(C)(C)NC(=O)c1ccc(COc2ccccc2Br)o1
-2.9% | Oc1ccccc1CNc1ccc(Br)cn1
2.8% | COc1ccc(NC(=O)Cn2nc3n(c2=S)CCC3)cc1
-8.4% | Cc1[nH]nc2c1C(c1cccc(O)c1)C1=C(CC(C)(C)CC1=O)N2 (stereo not drawn)

Sorted by the number under EphA4 KYL inhibition (largest number first): four of the compounds above
EphA4 KYL inhibition | structure
2.4% | COCC(=O)Nc1nc2n(n1)C(c1ccc(Cl)cc1)CC(c1ccc(OC)cc1)N2 (stereo not drawn)
-8.1% | Cc1c(Nc2cc(N3CCCC(C)C3)c3nonc3c2[N+](=O)[O-])c(=O)n(-c2ccccc2)n1C (stereo not drawn)
-11.6% | CCOc1ccccc1C(=O)N(Cc1cccs1)C1CCS(=O)(=O)C1 (stereo not drawn)
-14.4% | O=C(CC1C(=O)NCCN1C(=S)Nc1ccccc1)Nc1ccc2c(c1)OCCO2 (stereo not drawn)

(further entries)
EphA4 KYL inhibition | structure
-8.8% | c1ccc(-c2csc(NNC3=NCCCCC3)n2)cc1
2.9% | O=C(CCC(=O)Nc1nnc(C2CCCCC2)s1)NCC1CCCO1 (stereo not drawn)
-3.7% | O=C(N1CCCC1)C12CCC3CC(CC(C3)C1)C2
4.5% | Cc1cnn(C(=S)NCC2CCCO2)c1 (stereo not drawn)
-2.2% | COc1ccc(C(=O)Nc2cc(C)cc(C)c2)c(OC)c1
-5.1% | O=C(c1ccccc1)N1CCC(c2nc3c(nnn3Cc3ccco3)c(=O)[nH]2)CC1
-2.5% | CNC(=O)Cn1nc(C)c2ccccc2c1=O
-23.2% | COC(=O)c1sccc1NS(=O)(=O)c1ccc(OC)cc1
-1.4% | COc1ccccc1NC(=O)N(Cc1ccccc1)C1=NCC(C)S1 (stereo not drawn)
-4.0% | Cc1ccc(SCCNC(=O)c2cccc([N+](=O)[O-])c2C)cc1
-2.9% | COc1ccc(N2CCN(C(=O)CCCN3C(=O)c4cccc5cccc(c45)C3=O)CC2)cc1
-14.3% | O=C(Nc1ccnc(-c2cccnc2)n1)c1ccc(Cl)c(Cl)c1
-5.2% | COC(=O)C1(C(=O)OC)C(C)C1(C(=O)OC)C(=O)OC
-4.9% | Clc1ccc(-c2noc(C(c3ccccc3)c3ccccc3)n2)cc1
-6.5% | Cc1cc(C)n(C(=O)c2cc3c(s2)CCCC3)n1
-12.0% | CC(C)Cn1c(N)c(C(=O)CSc2nnnn2C)c(=O)n(C)c1=O
1.6% | COc1cc(C)c(Cl)c(C)c1S(=O)(=O)NCc1cccnc1
-6.5% | O=C1NC(=S)NC(=O)C1=Cc1ccccc1OCc1ccccc1Cl
-0.7% | Cc1ccc(NC(=S)NNC(=O)c2cn(C)nc2C)cc1
-4.6% | CC(=O)Nc1cccc(NS(=O)(=O)c2ccccc2)c1
11.0% | Cc1noc(C)c1CSc1nnc(-c2c[nH]c3ccccc23)n1-c1ccc(Cl)cc1
0.7% | COC(=O)c1ccccc1NC(=O)Cn1nc(C(F)(F)F)c2c1CCC2
-10.8% | CC(OC(=O)c1cc2sccc2n1C)C(=O)NCc1ccco1 (stereo not drawn)
-0.9% | C=CCNC(=O)c1ccc(OCc2ccccc2)cc1
0.7% | COc1cc(C(=O)Oc2cccc(Nc3ncnc4ccccc34)c2)cc(OC)c1OC
-0.9% | CCC(C)(C)n1nnnc1C(C(C)C)N1CCC(C(N)=O)CC1 (stereo not drawn)
12.4% | COC(=O)c1sc(=S)n(-c2cccc(Cl)c2)c1N
-1.8% | COc1ccc(C(=O)Nc2ccccc2C(=O)NC(Cc2c[nH]c3ccccc23)C(=O)O)cc1 (stereo not drawn)
6.1% | CCN1C(=O)/C(=C\c2cc(Br)c(OCc3ccccc3F)c(OC)c2)SC1=S
-1.1% | CCCCc1cc(=O)oc2c(CN3CCCC3)c(O)ccc12
-8.0% | Nc1nc(/C=C/c2cccc([N+](=O)[O-])c2)cc(/C=C/c2cccc([N+](=O)[O-])c2)n1
-11.3% | COCCNC(=O)CSc1nc2cc3c(cc2c(=O)n1Cc1ccco1)OCO3
-9.4% | Cc1cc(=O)oc(C)c1C(=O)NCC1COc2ccccc2O1 (stereo not drawn)
3.0% | CCOC(=O)c1[nH]c(C)c(C(=O)NCCN2CCOCC2)c1C
-41.6% | CC1CCN(C(=O)C2CCN(CCCc3ccccc3)CC2)CC1
-19.7% | Cc1ccc(CNC(=O)CCc2nc3ccccc3c(=O)[nH]2)cc1
-20.7% | COc1ccc(N2CC(O)=C(c3nc(C)cs3)C2=N)cc1
-12.6% | O=C(CSCc1cccc(Br)c1)N=Nc1c(O)[nH]c2ccccc12
-6.6% | Cc1ccc(OCCNC(=O)/C=C/c2ccc([N+](=O)[O-])cc2)cc1C
-3.3% | COC(=O)C1=C(C)N(c2ccc(Cl)cc2)C(=O)/C1=C\c1ccco1
-5.5% | CCOC(=O)c1[nH]c2cc3c(cc2c1NC(=O)CN1CCC(C)CC1)OCO3
-0.8% | COC(=O)C(NC(=O)c1ccco1)(Nc1ccc(Br)cn1)C(F)(F)F (stereo not drawn)
-6.1% | Cc1ccc(Cn2nnc3c(=O)[nH]c(C4CCN(C(=O)Cc5cccs5)CC4)nc32)cc1
-4.6% | O=C(NCc1ccccc1)C(c1ccco1)N(C(=O)c1cnccn1)c1ccc(F)cc1 (stereo not drawn)
7.7% | Cc1ccc(S(=O)(=O)Cn2nnnc2C(C)N2CCN(C(=O)c3ccco3)CC2)cc1 (stereo not drawn)
-1.0% | O=C(Cc1ccccc1)NC(=S)Nc1ccc2oc(-c3ccccc3F)nc2c1
-7.1% | O=C1NC(=O)/C(=C/c2cc(Cl)ccc2O)N1
-12.4% | COc1cc(C2/C(=C(/O)c3ccc(F)cc3)C(=O)C(=O)N2CCCC(=O)O)ccc1O (stereo not drawn)
-6.9% | Cc1ccccc1CSc1nc2n(n1)C(c1cccs1)C1=C(CCCC1=O)N2 (stereo not drawn)
2.1% | CC(C)N(Cc1nc(-c2ccccc2)no1)C(=O)c1ccc(Cl)cc1
-15.6% | CN(C)CCNC(=O)c1ccc(F)cc1
-11.8% | Clc1ccc(Cc2ccc(Cl)nn2)c(Cl)c1
-7.2% | S=c1[nH]nc(COc2ccccc2)n1/N=C/C(Cl)=C/c1ccccc1
-5.9% | CCc1ccc(NC(=O)N(CCCN2CCOCC2)C(C)c2cc3cccc(OC)c3o2)cc1 (stereo not drawn)
-8.3% | COc1cc(OC)c(NC(=O)c2cccc(F)c2)cc1Cl
-10.0% | COc1cc(C(=O)N2CCN(Cc3ccccc3)CC2)c([N+](=O)[O-])cc1OC
-12.9% | COc1ccccc1-c1nc(NC(C)=O)n[nH]1
-8.1% | CC1CN(c2nc3c(c(=O)n(C)c(=O)n3C)n2Cc2c(F)cccc2Cl)CC(C)O1 (stereo not drawn)
-3.3% | Cc1cccc2sc(NC(=O)c3ccc(Cl)s3)nc12
-4.7% | COC(=O)c1nc(N)sc1-c1ccc(OC)cc1

(next part)
EphA4 KYL inhibition | structure
-7.3% | Clc1ccc(-c2nc(Cc3ccccc3Cl)no2)cc1
-3.2% | CC(=O)c1ccc(NC(=O)CSc2nnc(Cc3cccn3C)n2-c2ccc(F)cc2)cc1
6.1% | CCN(CC)C(=O)C(=O)N/N=C/c1cccs1
-14.7% | C(=N\n1cnnc1)/c1ccccc1OCCOc1ccccc1
-10.3% | COCCCNC(=S)NNC(=S)Nc1ccc(F)cc1F
-7.1% | Cc1nn2c(-n3ccnc3C)c3c(nc2c1-c1ccccc1)CCC3
-7.4% | C/C(Cl)=C\Cn1c(N2CCCC2)nc2c1c(=O)[nH]c(=O)n2C
-31.1% | CCN(Cc1ccncc1)C(=O)c1cccs1
